PTPN22 act – increases human PTPN22 phosphatase activity; recombinant LYP, DiFMUP fluorescence; 0 = plate median, 100 = signal doubled; activation, % at 2 µM; actives 0.11% (n = 96,000); AID 697;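 active means activation at 2 µM above a set limit, the mean plus 5 SD, cut at about 37% in these data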
S1P2 agonist – agonists of human S1P2 receptor. O95136. S1P2-expressing cell line, agonist reporter read-out. activation, % at 4.5 µM. actives 0.46% (n = 97,000). AID 729; in the data active means activation above about 16%;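 further: 0% = vehicle low control and 100% = maximal reference agonist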
Target sequence (O95136 whole entry, looked up): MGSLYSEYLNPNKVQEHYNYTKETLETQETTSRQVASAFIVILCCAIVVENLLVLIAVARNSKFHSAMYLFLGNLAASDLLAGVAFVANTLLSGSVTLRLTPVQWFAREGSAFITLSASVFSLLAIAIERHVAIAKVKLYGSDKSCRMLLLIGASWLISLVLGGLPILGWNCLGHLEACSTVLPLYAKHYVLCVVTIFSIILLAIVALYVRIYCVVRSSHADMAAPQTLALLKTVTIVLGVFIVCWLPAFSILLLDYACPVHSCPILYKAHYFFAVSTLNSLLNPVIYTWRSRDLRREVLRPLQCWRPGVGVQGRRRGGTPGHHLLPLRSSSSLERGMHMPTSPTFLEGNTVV
sEH inh – blocks human soluble epoxide hydrolase activity | recombinant human sEH enzymatic activity assay | inhibition, % at 2 µM | actives 0.34% (n = 91,000); in the data active means inhibition above about 80%; further: values of inactives mirror those of a sister screen read the other way; many of its hits are not listed in these tables
Target sequence (P34913 whole entry, looked up): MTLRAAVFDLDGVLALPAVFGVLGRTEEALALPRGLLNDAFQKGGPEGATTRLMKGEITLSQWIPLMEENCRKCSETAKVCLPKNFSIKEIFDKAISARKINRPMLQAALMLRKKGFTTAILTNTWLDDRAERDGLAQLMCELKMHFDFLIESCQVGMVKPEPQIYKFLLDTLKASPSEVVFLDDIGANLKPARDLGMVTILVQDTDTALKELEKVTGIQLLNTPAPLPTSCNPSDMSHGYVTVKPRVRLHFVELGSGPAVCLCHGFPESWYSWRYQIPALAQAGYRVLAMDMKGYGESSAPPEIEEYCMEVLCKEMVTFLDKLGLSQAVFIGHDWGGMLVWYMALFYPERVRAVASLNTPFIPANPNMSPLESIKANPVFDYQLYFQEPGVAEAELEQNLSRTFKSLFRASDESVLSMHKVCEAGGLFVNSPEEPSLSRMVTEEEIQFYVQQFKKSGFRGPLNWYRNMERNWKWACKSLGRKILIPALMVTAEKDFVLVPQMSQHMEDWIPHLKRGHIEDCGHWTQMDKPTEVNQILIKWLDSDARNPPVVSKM
sEH activator – increases human soluble epoxide hydrolase activity; P34913; purified human sEH enzymatic activity, activator screen; activation, % at 2 µM; actives 0.04% (n = 91,000); AID 717; in the data active means activation above about 37%; further: values of inactives mirror those of a sister screen read the other way
S1P2 antag – antagonists of human S1P2 receptor; O95136; cell-based S1P2 antagonist assay, inhibition at 5 uM; inhibition, % at 5 µM; actives 0.21% (n = 97,000); in the data active means inhibition above about 45%;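 further: CRE beta-lactamase reporter cells expressing human S1P2 stimulated with S1P; 0% = agonist at EC80 alone and 100% = agonist plus reference antagonist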
PostGolgi ctrl – growth of the yeast control strain, post-Golgi counter-screen; inhibition, % at 10 µM; actives 5% (n = 98,000); efflux-deficient yeast background strain, growth absorbance A615, 16 h; AID 738; in the data active means inhibition above about 30%
H69AR growth 86K – growth inhibitors of human H69AR lung tumor cells; viability, % at 10 µM; actives 6% (n = 85,000); H69AR lung tumor viability, ATP luminescence, 72 h; stronger effect = lower value;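 active means viability at or below 40%; inactive means viability above 40%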;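 further: multidrug resistant small cell line overexpressing MRP-1 efflux transporter; 100% = mean luminescence of untreated control wells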
Fibroblast inh – blocks proliferation of human lung fibroblasts; LL 47 human lung fibroblast viability, ATP luminescence; stronger effect = lower value; viability, % at 10 µM; AID 719; actives 1.1% (n = 85,000);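 active means viability at or below 50% in the single dose screen; inactive means viability above 50%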;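 further: compound exposure lasted 72 h before the ATP readout; 100% = median luminescence of untreated cell-only wells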
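Assay system: human lung fibroblast line LL 47, low passage. Input: 1,150 fibroblasts seeded per well. Times: overnight cell rest, 72 h compound treatment at 37 °C. Evaluation: % viability of median cell-only signal. Technique: luminescent ATP detection, CellTiter-Glo. Control set: cell-only wells, no compound.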
HUVEC inhibit – inhibitors of human endothelial cell proliferation. HUVEC proliferation, CellTiter-Glo luminescence, 72 h; stronger effect = lower value. viability, % at 10 µM (by protocol). actives 1.1% (n = 86,000);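 active means viability at or below 30%; inactive means viability above 30%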;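 further: 100% = median luminescence of DMSO-only cell control wells on each plate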
* hit, by the source's call; i = inactive; x = not tested or not shown. This is a subset; count on the stated rates, not on these rows.

SMILES	PTPN22 act	S1P2 agonist	sEH inh	sEH activator	S1P2 antag	PostGolgi ctrl	H69AR growth 86K	Fibroblast inh	HUVEC inhibit
Cc1[nH]c2ccccc2c1C(=O)CSc1ncn[nH]1	-16	-1	2	-2	19	x	x	x	x
N#CCCN1CCN(S(=O)(=O)c2ccc(S(=O)(=O)NCC3CCCO3)cc2)CC1 (configuration not stated)	x	x	x	x	x	15	97	90	90
CCc1nc2ccccc2n1Cc1ccccc1OC	-11	-4	-2	2	15	10	90	94	103
CCn1nnnc1SCC(=O)N1CCc2ccccc21	-3	-7	-4	10	0	x	95	96	102
CN(C)S(=O)(=O)c1ccc(N2CCOCC2)nc1	10	-3	6	-4	5	29	109	92	92
Cc1ccccc1-n1nc(C(=O)c2cccs2)cc(-c2nc3ccccc3[nH]2)c1=N	-9	24*	-6	6	-12	x	38*	78	71
O=C(Nc1ccc2c3c(cccc13)CC2)c1ccco1	9	-3	25	-24	-6	3	78	103	88
CC(=O)c1c(C)[nH]c(C(=O)N2CCN(c3ccc(F)cc3)CC2)c1C	-5	-4	2	0	11	19	108	101	94
c1coc(CNCc2cccs2)c1	-5	-6	-7	7	-13	x	99	118	99
O=C(Nc1ccc2nc(-c3cccnc3)[nH]c2c1)c1ccco1	x	x	x	x	x	0	73	98	114
CC(=O)Nc1nnc(SCC(=O)N2CCN(Cc3ccccc3)CC2)s1	5	-1	2	0	-22	x	90	92	100
CCCCNC(=O)CCSc1nc2nc(C)cc(C)n2n1	-16	-3	-2	-2	-11	0	93	94	95
CS(=O)(=O)N(CC(=O)N1CCCC1)c1cccc(Cl)c1Cl	2	-5	-7	6	-6	3	104	98	108
CCOc1cc(CNc2ccc(Br)cc2)cc(Br)c1OCC(=O)NC(C)(C)C	-8	0	6	-4	0	11	x	x	x
Cn1nc(OC(=O)Nc2cccc(Cl)c2)cc1C(F)(F)F	1	0	28	-28	1	-4	95	104	71
Cc1c(NC(=O)c2cccc(F)c2)c(=O)n(-c2ccccc2)n1C	6	0	6	-4	-2	5	99	100	104
COc1ccc(N2C(=O)C3CCCN3C2c2ccccc2)cc1 (configuration not stated)	0	-4	22	-22	2	24	94	98	102
c1ccc(N2CCN(c3ccccc3)C2c2ccncc2)cc1	1	1	-21	24	2	31*	74	89	105
CC(C)c1ccc(NC(=O)CSc2nc3c(c(=O)[nH]2)CCC3)cc1	x	x	x	x	x	5	108	93	91
O=C(COc1ncnc2ccccc12)N1CCN(S(=O)(=O)c2ccccc2)CC1	17	-11	-8	10	-4	4	76	93	103
Cc1cc(C(=O)Nc2ccccn2)cs1	-3	3	8	-9	-6	8	x	x	x
COc1ccc(OC)c(NC(=O)C2CCN(c3nc(C)cc(C)n3)CC2)c1	1	-2	-8	8	17	37*	86	97	99
CC1=C(C(N)=O)C(c2ccccc2)n2nc(-c3cccs3)nc2N1 (configuration not stated)	3	-5	x	x	0	6	103	95	102
CSc1ccc(-c2c(C#N)c(N)nc3c2CCCC3)cc1	-5	-4	-7	7	11	7	87	102	92
O=C(O)CCC(=O)NCc1ccc2[nH]c3c(c2c1)CCCC3	x	x	x	x	x	0	98	101	99
CN(C)/N=C/C=C1\CC/C(=C\c2ccc(Br)cc2)C1=O	-3	1	10	-13	-38	9	24*	96	82
O=C1c2ccccc2C(=O)N1Cc1ccco1	19	-3	-2	5	-6	-3	92	105	93
CC(=O)c1cc2c(cc1NC(=O)c1c(-c3ccccc3)noc1C)OCO2	3	-2	-9	10	1	-4	x	x	x
CC(C)N(Cc1ccccc1)C(=O)c1cnc2n(c1=O)CCS2	4	-2	-2	2	10	0	x	x	x
CCOC(=O)c1ccc(N2C(=O)C(C)=C(C)C2=O)cc1	0	-7	-11	10	1	6	96	95	97
Cc1ccc(-c2nc3ccccc3n3c(C)nnc23)cc1	2	-5	x	x	7	9	x	x	x
CCCCNC(=O)Nc1ccnn1C1CCCCC1	x	x	x	x	x	-2	110	101	99
c1ccc(CSc2nnc(-c3ccccn3)n2-c2ccccc2)cc1	5	-8	-26	23	5	22	x	x	x
CC(Oc1ccc(Cl)cc1)C(=O)Nc1nccs1 (configuration not stated)	10	-5	x	x	-12	-3	101	104	92
COc1ccccc1Nc1nc(-c2sc(NC(=O)c3ccco3)nc2C)cs1	4	-7	14	-13	13	5	x	x	x
COc1ccc(OC)c(/C=C/C(=O)c2ccc(Cl)cc2)c1	1	-5	-4	6	10	21	x	x	x
CCCNC(=O)c1c(NC(=O)C2COc3ccccc3O2)sc2c1CCCC2 (configuration not stated)	4	-4	9	-6	-4	x	29*	13*	40
CCOC(=O)c1c(-c2cccs2)csc1NC(=O)c1ccncc1	-4	-2	x	x	-10	20	79	90	108
CC(=O)c1sc(NC(=O)C(C)(C)C)nc1C	-1	-3	2	1	7	x	91	112	90
CSc1nccc(-c2cc(Cl)sc2Cl)n1	-6	-3	-4	2	0	12	76	98	97
CCCN(CCC(=O)Nc1cc(OC)cc(OC)c1)CC1CC1	-6	-8	-10	12	10	4	91	99	89
Cc1c(Nc2nc3ccccc3nc2NS(=O)(=O)c2cccs2)c(=O)n(-c2ccccc2)n1C	-4	-4	-4	4	5	4	86	103	110
CC(C)(C)c1ccc(S(=O)(=O)N2C=CC(C(F)(F)F)=NCC2)cc1	-3	0	-5	6	-45	10	91	85	82
CN(C)S(=O)(=O)Oc1cccc(C(=O)Nc2cccc(Cl)c2)c1	13	-5	33	-33	22	5	x	x	x
Cc1ccnc(Sc2nc3c(c(=O)[nH]c(=O)n3C)n2CCCc2ccccc2)n1	7	-6	x	x	-1	-2	96	95	93
O=C(Cn1c(=O)sc2ccccc21)Nc1ccccc1C(=O)O	4	-11	2	-1	2	-2	86	102	113
CCN(CC)CCNC(=O)NC1CCCCC1	x	x	x	x	x	3	94	100	96
COC(=O)COC(=O)c1ccc(-n2nnnc2SC)cc1	-5	-3	-5	5	25	-1	102	98	83
COc1ccc(OC)c(NC2c3ncccc3C(=O)N2Cc2ccco2)c1 (configuration not stated)	-5	-4	-8	8	7	11	86	104	95
CCS(=O)(=O)NCc1cn2c(C)csc2n1	7	-3	-10	12	15	6	80	97	108
CCn1c(SCC(=O)NCC(=O)Nc2ccc(F)cc2)nnc1-c1cccs1	13	-1	6	-6	9	14	97	105	104
Cc1ccc2nc(-c3ccc(NC(=O)C4CCCO4)cc3)[nH]c2c1 (configuration not stated)	7	-7	2	0	12	11	76	114	103
CC12COC3(C(=O)Nc4ccc(Cl)cn4)CC1CCC32C (configuration not stated)	-4	-3	1	2	-6	11	85	97	89
CN(C(=O)c1ccccn1)c1nnc(-c2cnccn2)s1	4	-9	-4	5	2	4	88	98	93
COc1cccc(C(=O)NC2CCSC2=O)c1 (configuration not stated)	6	-5	-1	1	-10	11	84	102	95
Cc1cc(C)cc(N(CC(=O)N2CCN(c3ccccc3)CC2)S(=O)(=O)c2c(C)noc2C)c1	0	-2	2	-3	-6	10	76	91	96
CSc1nc(C)cc(OCCO)n1	0	0	-9	10	-31	-4	106	111	113
CCOC(=O)c1[nH]c(Cc2[nH]c(C(=O)OCC)c(C)c2CCC(=O)OC)c(CCC(=O)OC)c1C	8	-4	14	-14	-13	18	81	99	112
O=C(CCn1c(=O)c2sccc2n(CC(=O)NCc2ccco2)c1=O)NCc1ccccc1	-8	-4	-9	4	24	14	86	92	89
CCCCn1c(-c2ccc([N+](=O)[O-])cc2)n[nH]c1=S	5	-3	-19	17	4	0	x	x	x

Filtered by structure: those above with a CF3 group
SMILES	PTPN22 act	S1P2 agonist	sEH inh	sEH activator	S1P2 antag	PostGolgi ctrl	H69AR growth 86K	Fibroblast inh	HUVEC inhibit
Cn1nc(OC(=O)Nc2cccc(Cl)c2)cc1C(F)(F)F	1	0	28	-28	1	-4	95	104	71
CC(C)(C)c1ccc(S(=O)(=O)N2C=CC(C(F)(F)F)=NCC2)cc1	-3	0	-5	6	-45	10	91	85	82

Ordered by number of heavy atoms (rising): part of the list above.
SMILES	PTPN22 act	S1P2 agonist	sEH inh	sEH activator	S1P2 antag	PostGolgi ctrl	H69AR growth 86K	Fibroblast inh	HUVEC inhibit
CCN(CC)CCNC(=O)NC1CCCCC1	x	x	x	x	x	3	94	100	96
COC(=O)COC(=O)c1ccc(-n2nnnc2SC)cc1	-5	-3	-5	5	25	-1	102	98	83
O=C(CCn1c(=O)c2sccc2n(CC(=O)NCc2ccco2)c1=O)NCc1ccccc1	-8	-4	-9	4	24	14	86	92	89
Cc1c(Nc2nc3ccccc3nc2NS(=O)(=O)c2cccs2)c(=O)n(-c2ccccc2)n1C	-4	-4	-4	4	5	4	86	103	110

(continued)
SMILES	PTPN22 act	S1P2 agonist	sEH inh	sEH activator	S1P2 antag	PostGolgi ctrl	H69AR growth 86K	Fibroblast inh	HUVEC inhibit
NC(=O)COc1ccc(/C=N/NC(=O)C2CCCN2S(=O)(=O)c2ccc(Cl)cc2)cc1 (configuration not stated)	4	-2	0	-1	-21	19	x	x	x
CCOC(=O)N1CCC(n2c(SCC(=O)NCCC3=CCCCC3)nc3ccccc3c2=O)CC1	-8	-6	1	0	4	17	26*	88	74
Cc1cccc(-n2c(O)c(C=NC3CCS(=O)(=O)C3)c3ccccc3c2=O)c1 (configuration not stated)	14	-6	8	-5	-26	4	72	102	97
CCn1ncc(C2=NOC(C(=O)Nc3ccc(C)cc3)C2)c1C (configuration not stated)	19	-5	-10	9	8	3	108	99	109
CSc1nc(-c2ccco2)nn1S(C)(=O)=O	0	-4	7	-9	-7	1	98	97	93
Oc1ccc2ccccc2c1CNn1cnnc1	5	-5	19	-18	-2	2	x	x	x
Cc1cc(C)cc(NS(=O)(=O)c2ccc(Oc3ncc(C(F)(F)F)cc3Cl)cc2)c1	-6	-6	14	-12	12	33*	x	x	x
O=S(=O)(c1cccc2nsnc12)N1CCc2ccccc2C1	0	-9	x	x	18	17	103	90	94
CCCNC(=O)Cn1c(=O)oc2ccccc21	-11	-4	-15	12	5	14	97	95	101
COC(=O)[C@H](Cc1ccccc1)NC(=O)NCCc1ccc(S(N)(=O)=O)cc1	1	-6	4	-4	5	-2	97	107	98
O=C1CCCC2=C1C(Cc1ccccc1)C1=C(CCCC1=O)O2	-3	-8	-15	14	9	9	99	93	94
O=C(CCN1CCc2ccccc2C1)c1ccc2c(c1)OCCO2	8	-8	-1	1	27	11	0.7*	80	87
O=C1CCCN1c1ccc(S(=O)(=O)NCCc2ccc(Cl)cc2)cc1	-4	-3	-1	0	-9	8	99	105	111
CCN1CCN(Cc2coc3ccc(C)cc3c2=O)CC1	7	-6	-11	13	1	-3	84	104	101
CC(Sc1nnc(-c2cccs2)n1Cc1ccccc1)C(=O)NCc1ccc2c(c1)OCO2 (configuration not stated)	5	-7	10	-13	-3	11	30*	87	79
CCCNC(=O)Nc1ccc2c(c1)N(C)C(=O)c1ccccc1S2	-2	-2	61	-60	-27	4	96	99	98
O=C1CN(c2ccccc2F)C(=O)CN1c1ccccc1F	4	-3	5	-2	-1	37*	99	99	102
CC(Oc1ccccc1)c1ccnn1S(C)(=O)=O (configuration not stated)	-14	-2	6	-7	0	6	110	101	98
O=C(NCc1cn2ccccc2n1)c1ccc(Br)o1	0	-6	-10	9	i	-2	98	102	93
O=C(O)C(Cc1ccccc1)N1C(=O)c2ccccc2C1=O (configuration not stated)	6	-8	6	-8	2	10	109	102	88
O=C(O)C1C2C=CC(C2)C1C(=O)NCCCN1CCOCC1 (configuration not stated)	-2	-6	-20	22	29	2	122	100	100
CCC(=O)Nc1ccc2c(c1)OCCO2	5	-6	14	-11	-13	6	104	106	90
COCCCNC(=O)CCCC(=O)NCCCOC	-9	-4	2	0	-10	2	98	99	99
CCCOc1ccc(OC(=O)c2ccc(Br)o2)cc1	3	-8	11	-9	2	9	48	81	67

High-throughput results from PubChem BioAssay.
